High-throughput results (PubChem BioAssay)
mut p53 react: mutant p53 pathway reactivation | SW480 PUMA-promoter luciferase | activation, % at 9.98 µM | hit rate 1.5% among 28,000; in the data active = activation above about 52%; inconclusive = no clear call, values can overlap the other calls
STK33 inh: blocks human STK33 kinase activity. inhibition, % at 12.5 µM. ADP-Glo luminescence, MBP substrate. AID 2322. hit rate 0.44% among 27,000; in the data active = inhibition above about 20%; inconclusive = no clear call, values can overlap the other calls
Target sequence (Q9BYT3 whole entry, looked up): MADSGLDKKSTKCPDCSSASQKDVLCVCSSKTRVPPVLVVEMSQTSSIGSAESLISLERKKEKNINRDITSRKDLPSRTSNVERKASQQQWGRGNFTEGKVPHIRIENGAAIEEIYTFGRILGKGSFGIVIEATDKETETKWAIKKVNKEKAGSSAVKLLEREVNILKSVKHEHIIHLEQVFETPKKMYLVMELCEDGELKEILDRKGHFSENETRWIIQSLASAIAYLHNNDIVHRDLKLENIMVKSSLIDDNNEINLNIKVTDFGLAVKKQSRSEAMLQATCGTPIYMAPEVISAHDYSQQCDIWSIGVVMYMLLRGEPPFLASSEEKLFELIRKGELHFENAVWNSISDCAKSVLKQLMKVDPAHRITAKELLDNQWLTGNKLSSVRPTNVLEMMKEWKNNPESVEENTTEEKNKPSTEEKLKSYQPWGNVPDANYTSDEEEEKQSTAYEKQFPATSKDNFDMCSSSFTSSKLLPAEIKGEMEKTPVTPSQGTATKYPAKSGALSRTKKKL
* marks the source's active call; other numbers are inactive results; ? = inconclusive; . = not tested or not shown. Only part of the results is shown. The share of hits here may be higher or lower than overall.

SMILES | mut p53 react | STK33 inh
CCCNC(=O)N(C)C[C@@H]1Oc2ncc(-c3cccc(C#N)c3)cc2C(=O)N([C@@H](C)CO)C[C@@H]1C | 2.5 | .
COc1cc(CC(C)C(C)Cc2ccc(O)c(OC)c2)ccc1O (configuration not stated) | . | 1.6
COC(=O)COc1c(Br)cc(C2C3=C(CCCC3=O)NC3=C2C(=O)CCC3)cc1OC | 16.1 | 4.0
C[C@@H]1CN([C@@H](C)CO)C(=O)c2cccc(NS(=O)(=O)c3ccccc3)c2O[C@H]1CN(C)C(=O)Nc1ccc2c(c1)OCO2 | 4.6 | .
C[C@@H]1CN([C@H](C)CO)S(=O)(=O)c2ccc(-c3ccncc3)cc2O[C@H]1CN(C)Cc1ccccc1 | -42.2 | .
C[C@@H]1CN([C@H](C)CO)C(=O)c2cc(NS(=O)(=O)c3cn(C)cn3)ccc2O[C@H]1CN(C)C(=O)Nc1ccc(F)cc1 | 3.1 | -0.2
CC(C)NC(=O)Nc1ccc2c(c1)C(=O)N([C@@H](C)CO)C[C@H](C)[C@@H](CN(C)S(=O)(=O)c1cccs1)O2 | . | 0.6
COc1cc(/C=C/c2ccc(OC)c(OC)c2)c(CC=C(C)C)c(OC)c1 | 19.9 | -5.6
O=C(CSc1nnc(-c2cccc3ccccc23)o1)Nc1cccc(F)c1 | 29.5 | -3.3
O=c1c2ccccc2nc(SCc2ccc(F)cc2)n1-c1ccccc1 | . | -2.7
C[C@@H]1CCCCO[C@H](CN(C)C(=O)Nc2ccc3c(c2)OCO3)[C@@H](C)CN([C@H](C)CO)C(=O)c2cc(NC(=O)c3ccncc3)ccc2O1 | . | 4.6
COc1ccc(CN(C)C[C@H]2Oc3ccc(NC(=O)Nc4ccc(C(F)(F)F)cc4)cc3C(=O)N([C@H](C)CO)C[C@H]2C)cc1 | -33.1 | .

One compound at a time (already shown). Order of screens: mut p53 react, STK33 inh
O=C(CSc1nnc(-c2cccc3ccccc23)o1)Nc1cccc(F)c1 is listed as 29.5, -3.3
C[C@@H]1CN([C@H](C)CO)C(=O)c2cc(NS(=O)(=O)c3cn(C)cn3)ccc2O[C@H]1CN(C)C(=O)Nc1ccc(F)cc1 is listed as 3.1, -0.2

Next part.
SMILES | mut p53 react | STK33 inh
CCOC(=O)c1c(N)sc2c1CCC(Sc1ccccc1)C2=O (configuration not stated) | . | 1.8
COc1ccccc1-c1cnc2c(c1)C(=O)N([C@H](C)CO)C[C@@H](C)[C@@H](CN(C)CC1CCCC1)O2 | -0.1 | .
CCCc1cc(=O)[nH]c(SCC(=O)Nc2cccc(F)c2)n1 | -2.7 | 0.6
C[C@H](CO)N1C[C@H](C)[C@H](CN(C)C(=O)NC2CCCCC2)Oc2ccc(NS(=O)(=O)c3ccc(Cl)cc3)cc2C1=O | -1.5 | -0.1
CN(C)CC(=O)Nc1ccc2c(c1)[C@H]1C[C@@H](CC(=O)N3CCOCC3)O[C@H](CO)[C@H]1O2 | 6.8 | .
Cc1ccc2[nH]c(C)c(CCC(=O)O)c(=O)c2c1 | -4.6 | -1.0
CC1=CCC(C(=O)O)C(C(=O)Nc2ccc(OC(F)(F)F)cc2)C1 (configuration not stated) | -11.4 | -1.4
CC(=O)OC1CCC(C)(O)C2OC(CC1(C)O)C(C(C)C)C2OC(=O)/C=C/c1ccccc1 (configuration not stated) | . | -0.8
Cc1ccccc1N(CC(=O)Nc1cccc(Cl)c1Cl)S(C)(=O)=O | -0.7 | -0.3
C[C@@H]1CCCCO[C@@H](CN(C)S(=O)(=O)c2ccccc2)[C@@H](C)CN([C@H](C)CO)C(=O)c2cc(NC(=O)CCCN(C)C)ccc2O1 | 1.4 | .
O=S(=O)(N[C@@H]1CCN(Cc2ccc(OCCO)cc2)C1)c1cc(Cl)ccc1Cl | . | -3.8
CC(C)NC(=O)N(C)C[C@@H]1Oc2ncc(-c3cccc(F)c3)cc2C(=O)N([C@H](C)CO)C[C@@H]1C | . | -1.9
C[C@H](CO)N1C[C@H](C)[C@@H](CN(C)C)OCCCC[C@H](C)Oc2ccc(NC(=O)Nc3cccc4ccccc34)cc2C1=O | -20.1 | .
C[C@H]1CN([C@@H](C)CO)S(=O)(=O)c2ccc(-c3cncnc3)cc2O[C@@H]1CN(C)C | 3.2 | .
Cc1c(Cl)cccc1NC(=O)CN(c1ccc(I)cc1)S(C)(=O)=O | 3.8 | 2.7
C[C@H]1CN([C@@H](C)CO)C(=O)c2cccc(NC(=O)Nc3ccc(C(F)(F)F)cc3)c2O[C@H]1CN(C)S(=O)(=O)c1cccs1 | 5.9 | .
COc1cc(NC(=O)COc2cccc(C)c2)c(OC)cc1Cl | 35.1 | -2.7
C[C@@H]1CN([C@@H](C)CO)S(=O)(=O)c2ccc(C#CC3(O)CCCC3)cc2O[C@@H]1CN(C)C(=O)Cc1ccccc1 | -0.8 | .
C[C@H]1CN([C@@H](C)CO)C(=O)Cc2cc(NC(=O)NC3CCCCC3)ccc2O[C@@H]1CN(C)S(=O)(=O)c1ccc(Cl)cc1 | 1.9 | -0.3
COc1ccc(S(=O)(=O)N(C)C[C@H]2Oc3ccc(NS(=O)(=O)c4ccc(Cl)cc4)cc3C(=O)N([C@@H](C)CO)C[C@@H]2C)cc1 | 2.6 | 0.3
CCN(CC)c1ccc(NC(=O)c2ccc(Cl)cc2)c(N(CC)CC)n1 | 2.3 | .
C[C@@H]1CN([C@H](C)CO)C(=O)CCCn2nncc2CO[C@H]1CN(C)C(=O)c1cc(-c2ccccc2)on1 | . | 2.3
COc1ccccc1NC(=O)CN(c1ccccc1OC)S(C)(=O)=O | 2.3 | 1.1
O=C(CSc1nc2cc(Cl)ccc2o1)c1cccc([N+](=O)[O-])c1 | 5.2 | -3.0
O=C1C[C@@](C(=O)NCc2ccccc2)(c2ccc([N+](=O)[O-])cc2)[C@@H](c2ccc(CO)cc2)N1C1CCCCC1 | . | 0.8
Cc1ccc(S(=O)(=O)Nc2cccc3c2O[C@@H](CN(C)C)[C@H](C)CN([C@H](C)CO)C3=O)cc1 | -2.7 | .
C[C@H]1CN([C@@H](C)CO)C(=O)c2cc(NC(=O)Nc3ccc(F)cc3)ccc2O[C@H]1CN(C)C(=O)NC1CCCCC1 | 2.1 | -1.2
C[C@H](CO)N1C[C@H](C)[C@H](CN(C)C(=O)Nc2cccc3ccccc23)Oc2ncccc2C1=O | -15.9 | .
Cc1nnc(SCC(=O)Nc2nsc(-c3ccc(Cl)cc3)n2)s1 | 23.2 | 3.4
O=C(c1cnn(-c2ccccc2)c1)c1ccccc1O | -27.9 | .
C[C@@H]1CN([C@@H](C)CO)C(=O)Cc2cc(NS(=O)(=O)c3ccc(Cl)cc3)ccc2O[C@@H]1CN(C)Cc1ccc(-c2ccccc2)cc1 | . | 0.5
Cc1ccc(S(=O)(=O)Nc2ccc3c(c2)CC(=O)N([C@@H](C)CO)C[C@@H](C)[C@@H](CN(C)C(=O)Nc2ccc(F)cc2)O3)cc1 | . | -2.1
C[C@@H]1CN([C@H](C)CO)C(=O)Cc2cc(NC(=O)Nc3ccc(C(F)(F)F)cc3)ccc2O[C@H]1CN(C)S(=O)(=O)c1cn(C)cn1 | . | -1.0
C[C@H]1CCCCO[C@@H](CN(C)C(=O)Nc2ccccc2)[C@@H](C)CN([C@@H](C)CO)C(=O)c2cc(NC(=O)Nc3ccccc3)ccc2O1 | -1.0 | .
C[C@@H]1CN([C@H](C)CO)C(=O)CCCn2cc(nn2)CO[C@H]1CN(C)Cc1ccc(C(F)(F)F)cc1 | 4.8 | 0.3
C[C@@H]1CN([C@H](C)CO)C(=O)CCCn2nncc2CO[C@H]1CN(C)Cc1cccc(C(F)(F)F)c1 | . | -4.2
N#Cc1c(NC(=O)c2cc3nc(-c4ccco4)cc(C(F)(F)F)n3n2)sc2c1CCCCC2 | -9.0 | 0.6
C=C1CCC2[C@](C)(CCC[C@]2(C)C(=O)O)[C@H]1CC/C(C)=C/C(=O)OC (some centres not stated) | -2.7 | -5.7
C[C@@H]1CN([C@H](C)CO)S(=O)(=O)c2ccc(C#C[C@@H](C)O)cc2O[C@@H]1CN(C)C | 7.4 | .
COC(=O)Cc1cc(=O)n(-c2ccccc2)[nH]1 | -4.9 | -2.1
CN(C)Cc1ccc(O)c(CN(C)C)n1 | 14.6 | .
C[C@@H]1CN([C@@H](C)CO)C(=O)c2cccc(NS(=O)(=O)c3cn(C)cn3)c2O[C@H]1CN(C)CC1CC1 | -4.2 | .
Cc1sc2ncn(CC(=O)Nc3cccc(Cl)c3C)c(=O)c2c1-c1ccccc1 | -17.8 | 0.8
C[C@@H]1CN([C@H](C)CO)C(=O)c2cc(NC(=O)CCC(F)(F)F)ccc2O[C@H]1CN(C)C(=O)Nc1ccc(F)cc1 | . | 0.9
COC(=O)c1c(-c2ccccc2)csc1NC(=O)CSc1ncnc2sc(C)c(C)c12 | 4.3 | 5.6
Cc1ccccc1-c1nc(S(=O)(=O)c2ccc(Cl)cc2)c(NCc2cccnc2)o1 | -20.8 | 5.4
C[C@@H]1CN([C@H](C)CO)C(=O)c2cc(NC(=O)CCN3CCOCC3)ccc2O[C@@H]1CN(C)C | 1.7 | .
CC(C)(C)c1ccc(C(O)CCCN2CCC(C(O)(c3ccccc3)c3ccccc3)CC2)cc1 (configuration not stated) | . | 0.5
C[C@@H]1CN([C@@H](C)CO)C(=O)c2cccc(NS(=O)(=O)c3ccc(Cl)cc3)c2O[C@H]1CN(C)CC1CC1 | 9.2 | .
C[C@H]1CN([C@@H](C)CO)C(=O)c2cc(NC(=O)C3CCCCC3)ccc2O[C@@H]1CN(C)S(=O)(=O)c1ccc(F)cc1 | . | -1.1
Cc1ccccc1-c1cnc2c(c1)C(=O)N([C@H](C)CO)C[C@H](C)[C@H](CN(C)C(=O)c1ccncc1)O2 | 5.0 | .
C[C@@H]1CN([C@@H](C)CO)C(=O)Cc2cc(NS(C)(=O)=O)ccc2O[C@@H]1CN(C)Cc1ccc(Oc2ccccc2)cc1 | . | 3.4
O=C1O[C@@H](c2ccccc2)[C@@H](c2ccccc2)N2[C@@H](c3ccccc3OCCO)[C@]3(C(=O)Nc4ccc(C#CCCO)cc43)[C@@H](C(=O)N3CCCCCCC3)[C@H]12 | . | 21.9*
C[C@H]1CN([C@@H](C)CO)C(=O)c2cc(NC(=O)c3ccncc3)ccc2O[C@@H]1CN(C)S(=O)(=O)c1ccc(Cl)cc1 | . | 1.6
COC(=O)c1c(C)oc2ccc(NS(=O)(=O)c3cc(OC)ccc3OC)cc12 | -24.0 | ?
O=C(CSc1nc2ccccc2c(=O)n1-c1ccccc1)NCC1CCCO1 (configuration not stated) | -20.4 | 6.5
C[C@H](CO)N1C[C@H](C)[C@H](CN(C)S(=O)(=O)c2ccccc2)Oc2ccc(NC(=O)C3CCCCC3)cc2C1=O | . | -14.8
COc1ccc(NC(=O)N(C)C[C@H]2Oc3ccc(NC(=O)Nc4cccc5ccccc45)cc3C(=O)N([C@@H](C)CO)C[C@H]2C)cc1 | 4.6 | .
Cc1noc(C)c1NC(=O)N(C)C[C@H]1Oc2ccc(NC(=O)Nc3ccc(C(F)(F)F)cc3)cc2CC(=O)N([C@H](C)CO)C[C@H]1C | . | 3.0
C[C@@H]1CN([C@H](C)CO)C(=O)Cc2cc(NC(=O)Cc3cn(C)c4ccccc34)ccc2O[C@@H]1CN(C)C(=O)Nc1ccc2c(c1)OCO2 | . | -2.8

A different layout for 3 compounds above:
| canonical_smiles | mut p53 react | STK33 inh |
| --- | --- | --- |
| O=C1O[C@@H](c2ccccc2)[C@@H](c2ccccc2)N2[C@@H](c3ccccc3OCCO)[C@]3(C(=O)Nc4ccc(C#CCCO)cc43)[C@@H](C(=O)N3CCCCCCC3)[C@H]12 | . | 21.9* |
| C[C@H]1CN([C@@H](C)CO)C(=O)c2cc(NC(=O)c3ccncc3)ccc2O[C@@H]1CN(C)S(=O)(=O)c1ccc(Cl)cc1 | . | 1.6 |
| COC(=O)c1c(C)oc2ccc(NS(=O)(=O)c3cc(OC)ccc3OC)cc12 | -24.0 | ? |

As a short view, some entries already given.
SMILES | mut p53 react | STK33 inh
CCCNC(=O)N(C)C[C@@H]1Oc2ncc(-c3cccc(C#N)c3)cc2C(=O)N([C@@H](C)CO)C[C@@H]1C | 2.5 | .
COc1cc(CC(C)C(C)Cc2ccc(O)c(OC)c2)ccc1O (configuration not stated) | . | 1.6

(cont.)
SMILES | mut p53 react | STK33 inh
C[C@@H]1CN([C@@H](C)CO)C(=O)CCCn2nncc2CO[C@@H]1CN(C)C(=O)Nc1ccc2c(c1)OCCO2 | 16.6 | 2.3
C[C@@H]1CN([C@H](C)CO)C(=O)c2cc(NC(=O)Nc3ccc4c(c3)OCO4)ccc2O[C@H]1CN(C)Cc1ccc(C(=O)O)cc1 | 4.8 | .
Cn1c(SCC(=O)Nc2ccc(Cl)cc2Cl)nnc1-c1ccc(Br)cc1 | -6.7 | -1.0
C[C@@H]1CCCCO[C@H](CN(C)C)[C@@H](C)CN([C@@H](C)CO)C(=O)c2cc(NS(=O)(=O)c3ccc(Cl)cc3)ccc2O1 | 8.9 | .
CC(C)NC(=O)N(C)C[C@@H]1OCCCC[C@H](C)Oc2ccc(NC(=O)Cc3ccccc3)cc2C(=O)N([C@@H](C)CO)C[C@H]1C | -7.9 | .
C[C@@H]1CN([C@@H](C)CO)C(=O)c2cccc(NC(=O)C3CCOCC3)c2O[C@H]1CN(C)C(=O)Nc1ccc(C(F)(F)F)cc1 | 1.3 | .
Cc1noc(C)c1NC(=O)N(C)C[C@H]1OCCCC[C@H](C)Oc2ccc(N(C)C)cc2C(=O)N([C@H](C)CO)C[C@H]1C | 1.3 | .
CCCC#Cc1cnc2c(c1)C(=O)N([C@@H](C)CO)C[C@@H](C)[C@@H](CN(C)C(=O)c1cccc(F)c1)O2 | 2.1 | .
C[C@H]1CN([C@@H](C)CO)C(=O)Cc2cc(NC(=O)Cc3ccccc3)ccc2O[C@@H]1CN(C)C(=O)Nc1cccc2ccccc12 | . | 3.2
Cc1noc(C)c1S(=O)(=O)N(C)C[C@@H]1Oc2ccc(NC(=O)Cc3ccccc3)cc2CC(=O)N([C@@H](C)CO)C[C@@H]1C | . | 0.4
C[C@@H]1CCCCO[C@H](CN(C)C(=O)CCCN(C)C)[C@@H](C)CN([C@H](C)CO)C(=O)c2cc(NS(=O)(=O)c3cccs3)ccc2O1 | 3.1 | .
